Screening data from PubChem BioAssay.
Pin1 inh = qHTS Assay to Find Inhibitors of Pin1; Peptidyl-prolyl cis-trans isomerase NIMA-interacting 1 (Homo sapiens), Q13526; Pin1 FP peptide displacement, HiFluor488, 10 min; Potency, µM (titrated, usually from 115 µM), for the others: at the highest dose activity, negative = inhibition, actives largely listed as inhibitors; actives 0.009% (n = 390,000); active = well fitted inhibition curve with a large enough effect in the polarisation, with a control signal flat, not every such curve was filed as active; inconclusive = small, poorly fitted or top-dose-only effect, or effect the other way, or a change in a side signal; inactive = no such curve, though single readings can be large or run the other way; the % refers to the polarisation; also: % is scaled to controls: 0 for no effect and ±100 for the full control effect
Target sequence (Q13526 whole entry, looked up): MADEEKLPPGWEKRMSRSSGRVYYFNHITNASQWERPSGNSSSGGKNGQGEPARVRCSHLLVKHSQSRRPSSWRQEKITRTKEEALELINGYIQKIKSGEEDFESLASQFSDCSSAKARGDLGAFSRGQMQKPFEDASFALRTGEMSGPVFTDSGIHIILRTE
Tb PGK inh = qHTS Assay to Find Inhibitors of Phosphoglycerate Kinase | PGK/GAPDH coupled, Kinase-Glo luminescence, 60 min | Phosphoglycerate kinase, glycosomal (Trypanosoma brucei brucei), P07378 | Potency, µM (highest dose often 57.5 µM), inactives show at the highest dose activity change, negative = inhibition, hits mostly inhibitors | AID 602233, 2012 | actives 0.043% (n = 380,000); also: % is scaled to controls: 0 for no effect and ±100 for the full control effect; nearly all actives have a fitted effect of over 60% in size
Target sequence (P07378 whole entry, looked up): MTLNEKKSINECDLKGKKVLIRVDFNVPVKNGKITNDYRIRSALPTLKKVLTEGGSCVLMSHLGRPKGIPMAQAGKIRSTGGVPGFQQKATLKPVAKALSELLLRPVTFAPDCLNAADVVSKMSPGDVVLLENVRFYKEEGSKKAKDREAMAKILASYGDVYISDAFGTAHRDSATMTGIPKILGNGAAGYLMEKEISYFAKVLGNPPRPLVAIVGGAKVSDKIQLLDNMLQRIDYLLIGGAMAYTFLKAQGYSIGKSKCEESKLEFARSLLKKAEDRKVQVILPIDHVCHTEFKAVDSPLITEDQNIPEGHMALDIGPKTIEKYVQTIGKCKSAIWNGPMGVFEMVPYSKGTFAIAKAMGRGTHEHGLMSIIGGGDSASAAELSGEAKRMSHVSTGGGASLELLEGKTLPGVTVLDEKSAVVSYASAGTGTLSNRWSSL
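Recombinant glycosomal PGK reaction used 1,3-bisphosphoglycerate generated in-well by GAPDH (100nM final) in 100mM TEA pH 7.6, 5mM MgCl2, 0.01% Tween-20. After 60 minutes at room temperature, ATP was read by Kinase-Glo Plus luminescence end-point.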
ALOX12 inh = Primary qHTS assay for inhibitors of human arachidonate 12S-lipoxygenase (ALOX12): Round 2 | Polyunsaturated fatty acid lipoxygenase ALOX12 (Homo sapiens), P18054 | purified 12hLO, xylenol orange hydroperoxide absorbance | Potency, µM (doses to about 108 µM), inactives show top-dose activity change, negative = inhibition, actives largely listed as inhibitors | actives 1.1% (n = 580,000) | AID 1671190, 2021; also: % is scaled to controls: 0 for no effect and ±100 for the full control effect
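Purified human 12hLO at 150 nM in 25 mM Hepes, 0.01% Triton X-100, pH 7.0, preincubated 15 min at room temperature with compound. Reaction started with 40 uM arachidonic acid, 30 min at room temperature. Hydroperoxide measured by Fe-xylenol orange, 573/405 nm absorbance ratio.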
TrxR1 inh = qHTS Assay for Inhibitors of Mammalian Selenoprotein Thioredoxin Reductase 1 (TrxR1): qHTS; AID 588453, 2011; actives 1% (n = 390,000); recombinant rTrxR1, NADPH fluorescence consumption, selenite substrate; Potency, µM (titrated, usually from 114 µM), for inactives: at the top dose activity change, negative = inhibition, hits mostly inhibitors; also: % is scaled to controls: 0 for no effect and ±100 for the full control effect; nearly all actives have a fitted effect of over 65% in size
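Rat TrxR1 (90 nM in the dispensed reagent) was pre-reduced with 400 uM NADPH for 5 min at room temperature, then incubated with compound for 15 min. After 400 uM selenite was added, NADPH fluorescence (Ex 340/Em 450 nm) was followed for 8 min.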
GLS inhibitor = qHTS for Inhibitors of Glutaminase (GLS) | AID 624170, 2012 | GLS enzymatic activity, qHTS titration | Potency, µM (doses to about 45.5 µM), inactives show at the top dose activity change, negative = inhibition, most hits filed as inhibitors | actives 0.21% (n = 410,000); also: % is scaled to controls: 0 for no effect and ±100 for the full control effect
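Assay buffer: 45 mM KH2PO4 pH 8.2, 0.02% Tween-20. hKGA acts on L-glutamine (1 mM solution added); product glutamate is reported by an oxidase/peroxidase Amplex Red coupling, with fluorescence taken at baseline and 30 min.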
JMJD2A Tudor inh = qHTS Assay for Inhibitors of JMJD2A-Tudor Domain. Lysine-specific demethylase 4A (Homo sapiens), O75164. AlphaScreen JMJD2A-Tudor / H3K4me3 peptide binding. Potency, µM (highest dose often 114 µM), without a hit: top-dose activity change, negative = inhibition, hits mostly inhibitors. actives 4.4% (n = 390,000); also: % is scaled to controls: 0 for no effect and ±100 for the full control effect; nearly all actives have a fitted effect of over 50% in size
RGS4 inh = Inhibitors of Regulator of G Protein Signaling (RGS) 4: qHTS; Regulator of G-protein signaling 4 (Homo sapiens), P49798; Transcreener GDP fluorescence polarization, RGS4-accelerated GTP hydrolysis; Potency, µM (highest dose often 114 µM), for inactives: at the highest dose activity change, negative = inhibition, most hits filed as inhibitors; AID 504845, 2011; actives 0.039% (n = 390,000); also: % is scaled to controls: 0 for no effect and ±100 for the full control effect; nearly all actives have a fitted effect of over 75% in size; some results filed as inactive show a strong effect at the top dose
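MLSMR compounds (23 nl, pin-transferred) preincubated 10 min at room temperature with a 500nM (2x) first reagent, then RGS4 at 900nM (2x) plus Transcreener GDP mix added; fluorescence polarization (620/688 nm) read before and after 90 min at 30 °C.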
ERG Ets-DNA blk = qHTS for Small Molecule Inhibitors of the ERG Ets/DNA interaction. Potency, µM (titrated, usually from 76.9 µM), for the others: at the highest dose FP activity, negative = inhibition, hits mostly inhibitors. actives 0.028% (n = 370,000). fluorescence polarization, His-ERG Ets domain / labelled DNA. Transcriptional regulator ERG (Homo sapiens), P11308; active = well fitted inhibition curve with a large enough effect in the polarisation, with a control signal flat; inconclusive = small, poorly fitted or top-dose-only effect, or effect the other way, or a change in a side signal; inactive = no such curve, though single readings can be large or run the other way; the % refers to the polarisation;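 also: polarization taken with two DNA probes labelled with fluorescein and Texas red; % of control where 0% means no effect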
Target sequence (P11308 whole entry, looked up, the tested form may be a part): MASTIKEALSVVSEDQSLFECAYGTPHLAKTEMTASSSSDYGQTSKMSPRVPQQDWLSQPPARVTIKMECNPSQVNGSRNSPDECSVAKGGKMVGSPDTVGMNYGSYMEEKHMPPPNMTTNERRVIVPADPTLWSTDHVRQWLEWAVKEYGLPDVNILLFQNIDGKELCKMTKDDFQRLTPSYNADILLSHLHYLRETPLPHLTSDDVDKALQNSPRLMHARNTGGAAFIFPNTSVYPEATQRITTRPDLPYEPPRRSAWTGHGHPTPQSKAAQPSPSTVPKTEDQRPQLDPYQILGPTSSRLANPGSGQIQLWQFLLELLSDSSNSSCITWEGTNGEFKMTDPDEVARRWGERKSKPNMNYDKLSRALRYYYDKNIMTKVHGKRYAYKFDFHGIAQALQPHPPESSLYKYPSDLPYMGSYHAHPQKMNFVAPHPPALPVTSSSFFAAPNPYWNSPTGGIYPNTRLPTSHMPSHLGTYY
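His-tagged ERG Ets domain (1 uM in the protein solution; 300mM KCl, 50mM Tris-HCl, 1mM EDTA, 1mM DTT, pH 7.5) received compound, then a probe mix of 5 nM fluorescein-DNA and 100nM Texas-615-DNA. Fluorescence polarization was read for both dyes.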
HP1b binding inh = HTS for Inhibitors of HP1-beta Chromodomain Interactions with Methylated Histone Tails; AID 540317, 2011; actives 0.56% (n = 390,000); AlphaScreen HP1-beta / biotin-H3K9me3 peptide binding; Potency, µM (top dose mostly 114 µM), inactives show at the top dose activity change, negative = inhibition, usual class: inhibitors; also: nearly all actives have a fitted effect of over 70% in size; inactives centre near 23
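Compound inhibition of the preformed complex between 50 nM HP1-beta and 50 nM biotinylated H3K9me3 peptide was read by AlphaScreen. Buffer was PBS pH 7.4 with 0.01% Tween-20. Incubations ran 30 min at room temperature, with 10 ug/mL donor/acceptor beads.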
* marks the source's active call; other numbers are inactive results; i = inactive; ? = inconclusive; . = not tested or not shown; & = joins results of further samples; [ ] = another dose, or the depositor's remark. Unless noted, calls follow the shape of the dose curve; as a rule, active = well fitted curve in the direction sought with a large enough effect; inconclusive = small, poorly fitted or top-dose-only effect, or another doubt; inactive = no such curve, though single readings can be large; an effect the other way counts as inactive or inconclusive. Potency is read from the fitted curve at half-maximal effect.

Compound	Pin1 inh	Tb PGK inh	ALOX12 inh	TrxR1 inh	GLS inhibitor	JMJD2A Tudor inh	RGS4 inh	ERG Ets-DNA blk	HP1b binding inh
Cc1ccc(S(=O)(=O)N(C)C)cc1NC(=O)COC(=O)CCC(=O)c1ccc(F)cc1	-3%	-2%	-10%	14%	-11%	-6%	-2%	-12%	54%[activator]
COc1ccc(-n2c(CC3C(=O)N(C)c4ccc(C)cc43)nc3ccccc3c2=O)cc1 (stereo unspecified)	-8%	.	-27%	-2%	-2%	-29%	-16%	-7%	39%[activator]
COc1c(Cl)cc(C(=O)O)cc1Cl	-10%	-7%	13%	-1%	-2%	-7%	-3%	0%	43%[activator]
COc1cccc(C(=O)Cn2c(Br)nc3c2c(=O)n(C)c(=O)n3C)c1	-1%	-1%	-9%	-4%	2%	-16%	26%	-11%	14%
Cc1nnc(NC(=O)CSc2nnc(CNC(=O)c3ccccc3)o2)s1	2%	5%	5%	0%	11%	-25%	1%	-3%	29%
COc1cc(/C=N/Nc2nc3ccccc3s2)ccc1OC(=O)c1ccccc1F	4%	-5%	-8%	-1%	3%	?	3%	-7%	-17%
Cc1ccc(NC(=O)c2ccc(=O)n(CC(=O)Nc3cccc(C)c3)n2)cc1	0%	7%	?	5%[57.1 µM]	2%	-5%	-6%	-1%	33%
COC(=O)c1c(NC(=O)c2cccc([N+](=O)[O-])c2)sc(C(N)=O)c1C	23%	-11%	-25%	10%[57.1 µM]	-8%	-19%	-28%	17%	-16%
CCCc1c(OCCCOc2ccc(OCC(=O)O)cc2)ccc(C(C)=O)c1O	?	4%	-27%	9%[57.1 µM]	11%	-22%	-14%[56.9 µM]	2%	16%
Cn1c(=O)c2c(nc(CN3CCN(CCO)CC3)n2Cc2ccccc2Cl)n(C)c1=O	4%	5%	7%	1%[57.1 µM]	7%	-12%	26%	2%	25%
O=C(NCC(O)CO)c1csc(Nc2cccc3ccccc23)n1 (stereo unspecified)	0%	-2%	21%	1%[57.1 µM]	?	-26%	-25%	1%	35%
O=C(NC1CCCc2c1cnn2-c1ccc(F)cc1F)c1csnn1 (stereo unspecified)	8%	i	?	-9%	-7%	-2%	-32%	-13%	40%
Cc1ccc(-c2cc(C(=O)Nc3c(C(=O)c4ccc(C)c(F)c4)oc4ccccc34)no2)cc1	0%	-8%	-21%	12%	-16%	0%	-12%	3%	45%[activator]
CN(CCc1ccccn1)C(=O)CC1C(=O)NCCN1Cc1ccccc1C(F)(F)F (stereo unspecified)	-13%	i	-6%	5%[57.1 µM]	-10%	-7%	-15%	0%	22%
O=C(N1CCN(c2ccccc2F)CC1)C12CC3CC(CC(C3)C1)C2	-2%	-3%	6%	11%	-10%	6%	-2%	-4%	44%[activator]
O=C(NC(=S)Nc1cccc([N+](=O)[O-])c1)c1ccccc1	-1%	1%	47%[activator]	?	3%	-11%	-24%	-6%	17%
Cc1ccc(SCCNCc2ccco2)cc1	-6%	6%	0%	-7%	1%	-22%	?	4%	26%
COc1ccccc1-c1nc2c(c(SCC(=O)Nc3ccccc3F)n1)Cc1c(CO)cnc(C)c1O2	48%[activator]	1%	?	-6%	-14%	-14%	-4%	0%	36%
COc1ccc(-n2c(C)c([N+](=O)[O-])c3ccc(O)c(CN(C)C)c32)cc1	-1%	9%	66%	-16%	32%	-31%	-2%	0%	-9%
COc1cc(C(=O)Nc2ccc3c(c2)OCO3)ccc1-n1cnnn1	-5%	-3%	2%	5%	1%	-7%	9%	-3%	14%

Single records, as listed above. Screens in order: Pin1 inh	Tb PGK inh	ALOX12 inh	TrxR1 inh	GLS inhibitor	JMJD2A Tudor inh	RGS4 inh	ERG Ets-DNA blk	HP1b binding inh
Entry for Cc1ccc(S(=O)(=O)N(C)C)cc1NC(=O)COC(=O)CCC(=O)c1ccc(F)cc1 → -3%	-2%	-10%	14%	-11%	-6%	-2%	-12%	54%[activator]
Entry for COc1cc(C(=O)Nc2ccc3c(c2)OCO3)ccc1-n1cnnn1 → -5%	-3%	2%	5%	1%	-7%	9%	-3%	14%

Quoted at random: six compounds from above, in no set order.
Compound	Pin1 inh	Tb PGK inh	ALOX12 inh	TrxR1 inh	GLS inhibitor	JMJD2A Tudor inh	RGS4 inh	ERG Ets-DNA blk	HP1b binding inh
Cc1nnc(NC(=O)CSc2nnc(CNC(=O)c3ccccc3)o2)s1	2%	5%	5%	0%	11%	-25%	1%	-3%	29%
COC(=O)c1c(NC(=O)c2cccc([N+](=O)[O-])c2)sc(C(N)=O)c1C	23%	-11%	-25%	10%[57.1 µM]	-8%	-19%	-28%	17%	-16%
CCCc1c(OCCCOc2ccc(OCC(=O)O)cc2)ccc(C(C)=O)c1O	?	4%	-27%	9%[57.1 µM]	11%	-22%	-14%[56.9 µM]	2%	16%
COc1c(Cl)cc(C(=O)O)cc1Cl	-10%	-7%	13%	-1%	-2%	-7%	-3%	0%	43%[activator]
Cc1ccc(SCCNCc2ccco2)cc1	-6%	6%	0%	-7%	1%	-22%	?	4%	26%
COc1cc(C(=O)Nc2ccc3c(c2)OCO3)ccc1-n1cnnn1	-5%	-3%	2%	5%	1%	-7%	9%	-3%	14%

New compounds follow
Compound	Pin1 inh	Tb PGK inh	ALOX12 inh	TrxR1 inh	GLS inhibitor	JMJD2A Tudor inh	RGS4 inh	ERG Ets-DNA blk	HP1b binding inh
CCSc1cc(C)nc2ncnn12	3%	-1%	33%[activator]	-3%[57.1 µM]	-1%	-4%	-37%	-3%	30%
Cc1nc(-n2nc(C)c(Cc3ccccc3Cl)c2C)sc1C(=O)N1CCCCC1C (stereo unspecified)	1%	5%	-23%	0%	-2%	-5%	0%	-1%	44%[activator]
CN(C)S(=O)(=O)n1cc(/C=C(\NC(=O)c2ccccc2Cl)C(=O)NCCCN2CCOCC2)c2ccccc21	0%	2%	-5%	-8%	-2%	-4%	-6%	2%	32%
O=S(=O)(NCCc1csc2nc(-c3ccc(F)cc3)nn12)c1ccc(Oc2ccccc2)cc1	-2%	-6%	-29%	20%[57.1 µM]	-7%	5%	-2%	-8%	38%
COc1ccc(NC(=O)CCc2nc3ccccc3[nH]2)cc1	-2%	-10%	-8%	20%	1%	-8%	9%	8%	20%
Cc1cc(C(=O)N2CCOCC2)ccc1[N+](=O)[O-]	-5%	5%	-1%	7%[57.1 µM]	-2%	?	-1%	-11%	-3%
Cn1nccc1NC(=O)Nc1cccc(Br)c1	-8%	-1%	.	5%	3%	0%	-18%	7%	33%[activator]
COc1ccccc1-c1ccc(/C=C2/C=C(CC(C)C)OC2=O)o1	?	-9%	?	-28%	20%	?	-11%	25%	?
CN1CCN(CCCNC(=S)Nc2ccc(F)c(Cl)c2)CC1	-1%	-2%	-10%	-8%	-2%	-10%	-8%	-1%	33%
CCCn1c(C(C)Nc2nc(-c3cccc(Br)c3)cs2)nc2ccccc21 (stereo unspecified)	3%	-2%	-2%	-4%	3%	?	-25%	0%	16%
O=C(NCC1OCCc2ccccc21)c1ccc(NC(=O)c2cccc(Br)c2)cc1 (stereo unspecified)	6%	-2%	1%&-24%	21%	-2%	-4%	7%	-7%	33%
O=S(=O)(Nc1nc2ccccc2nc1NCc1ccco1)c1ccccc1	-8%	-9%	302%[activator]	-34%	18%	-29%	46%	5%	1%
Cc1ccc(NC(=O)CN(C)Cc2nc3c(Br)cc(Br)cc3c(=O)[nH]2)cc1	19%	-3%	0%	10%[57.1 µM]	6%	-30%	4%	12%	10%
Cc1ccc(NC(=O)c2oc3ccccc3c2C)c([N+](=O)[O-])c1	0%	-10%	-3%	8%	6%	-17%	20%	4%	12%
CS(=O)(=O)N1CCN(c2c(Cl)cccc2[N+](=O)[O-])CC1	1%	.	?	28%	-3%	-25%	8%	.	16%
CC(C)Oc1ccc(/C(O)=C2/C(=O)C(=O)N(CCN(C)C)C2c2ccco2)cc1 (stereo unspecified)	?	0%	0%	-42%	7%	-24%	-21%	15%	20%
COc1cc2nc(Cl)nc(N3CCCCC3)c2cc1OC	?	-11%	-6%	2%	5%	-8%	18%	-4%	21%
N#Cc1ccccc1NC(=O)COC(=O)COc1ccccc1[N+](=O)[O-]	0%	-2%	0%	16%[57.1 µM]	19%	-5%	3%	0%	24%
O=C(Nc1ccc(Cl)cc1)C1=Cc2ccccc2OC1	-3%	3%	434%[activator]	-8%	10%	38%[activator]	0%	-6%	52%[activator]

A portion of the library; count on the stated rates, not on these rows.
